DRD3 antagonist: antagonists of human D3 dopamine receptor; P35462; D3R cells, DiscoveRx beta-arrestin luminescence, antagonist mode; stronger effect = lower value; max response, negative = inhibition, %; 2.5% of 360,000 active; AID 652054; in the data active = max response below about -50%; inconclusive = no clear call, values can overlap the other calls; also: % is scaled to controls: 0 for no effect and ±100 for the full control effect; mostly tested at two doses, the higher about 12 µM
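Cells expressing the human receptor were seeded at 1500 cells/well, incubated overnight at 37 degrees C in 5% CO2, then exposed to library compounds with dopamine controls for 90 minutes at 37 degrees C before luminescent detection.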
IL-2 act: activators of IL-2 | IL-2 activation reporter assay, cell-based qHTS; stimulated with anti-CD3/CD4/CD28 beads; in transgenic mouse T cells | activation, % (series mostly up to about 46 µM) | 0.065% of 360,000 active | AID 652025; in the data active = activation above about 50%; inconclusive = mostly about 30% to 49%; also: 0% is about no effect
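Readout is EGFP and DsRed signal by fluorescent plate cytometry after 18 h at 37 degrees C. Transgenic mouse T cells (750/well) received compound for 60 min before bead stimulation (anti-CD3, anti-CD4, anti-CD28); memory T cells served as non-tolerant control.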
PLK1 PBD block: blocks phosphopeptide binding to human PLK1 polo-box domain. P53350. Plk1 PBD binding of FITC phosphopeptide, fluorescence polarization. Potency, µM, for inactives: max response, negative = inhibition, most hits filed as inhibitors. 2.8% of 360,000 active. AID 720504; also: potency is read from the fitted curve at half-maximal effect; series mostly up to about 57 µM; % is scaled to controls: 0 for no effect and ±100 for the full control effect; nearly all actives have a fitted effect of over 65% in size
HEK293 tox: cytotoxicity counter-screen for GLP-1 receptor inverse agonists | HEK293 cAMP-luciferase reporter cells, luminescence, 24 h | Potency, µM (highest dose often 38.3 µM), for the others: top-dose activity change, negative = inhibition, actives largely listed as inhibitors | 0.13% of 410,000 active;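 also: loss of luciferase light is scored as toxicity; potency is read from the fitted curve at half-maximal effect; % is scaled to controls: 0 for no effect and ±100 for the full control effect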
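Luminescence readout: signal drop marks cytotoxicity. Plated cells grew 12 h at 37 °C, 5% CO2, received 23 nL compound for 24 h, then got luciferase reagent, read after 12 min at RT.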
GLP1R ag: activates the human GLP-1 receptor; HEK293 GLP-1R CRE-luciferase, luminescence, 4-6 h; cells express a hypersensitive GLP-1R form; P43220; 0.007% of 380,000 active; Potency, µM (top dose mostly 45.6 µM), for inactives: top-dose activation, usual class: activators; also: potency is read from the fitted curve at half-maximal effect; % of control where 0% means no effect
PI5P4Ka inh: blocks human PI5P4K alpha kinase activity; P48426; PI5P4Kalpha enzyme, ADP-Glo luminescence, 60 min; stronger effect = lower value; max response, %; 1.2% of 330,000 active; AID 652105; active = max response of -50% or lower; inconclusive = between -30% and -50%; inactive = -30% or higher; also: value at the top dose of about 77 µM; % is scaled to controls: 0 for no effect and ±100 for the full control effect
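qHTS, 1536-well: enzyme/substrate mix, compound by pin tool, 5 microM ATP final; RT 60 min; ADP-Glo reagents 1 (45 min) then 2 (30 min); luminescence.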
WRN helicase inh: WRN helicase (human) inhibition; Q14191; WRN helicase unwinding, fluorescent forked duplex, kinetic; Potency, µM (series often up to 114 µM), inactives show at the top dose activity change, negative = inhibition, actives largely listed as inhibitors; 0.46% of 360,000 active; AID 651768; also: potency is read from the fitted curve at half-maximal effect; % is scaled to controls: 0 for no effect and ±100 for the full control effect; nearly all actives have a fitted effect of over 55% in size
Target sequence (Q14191 whole entry, looked up): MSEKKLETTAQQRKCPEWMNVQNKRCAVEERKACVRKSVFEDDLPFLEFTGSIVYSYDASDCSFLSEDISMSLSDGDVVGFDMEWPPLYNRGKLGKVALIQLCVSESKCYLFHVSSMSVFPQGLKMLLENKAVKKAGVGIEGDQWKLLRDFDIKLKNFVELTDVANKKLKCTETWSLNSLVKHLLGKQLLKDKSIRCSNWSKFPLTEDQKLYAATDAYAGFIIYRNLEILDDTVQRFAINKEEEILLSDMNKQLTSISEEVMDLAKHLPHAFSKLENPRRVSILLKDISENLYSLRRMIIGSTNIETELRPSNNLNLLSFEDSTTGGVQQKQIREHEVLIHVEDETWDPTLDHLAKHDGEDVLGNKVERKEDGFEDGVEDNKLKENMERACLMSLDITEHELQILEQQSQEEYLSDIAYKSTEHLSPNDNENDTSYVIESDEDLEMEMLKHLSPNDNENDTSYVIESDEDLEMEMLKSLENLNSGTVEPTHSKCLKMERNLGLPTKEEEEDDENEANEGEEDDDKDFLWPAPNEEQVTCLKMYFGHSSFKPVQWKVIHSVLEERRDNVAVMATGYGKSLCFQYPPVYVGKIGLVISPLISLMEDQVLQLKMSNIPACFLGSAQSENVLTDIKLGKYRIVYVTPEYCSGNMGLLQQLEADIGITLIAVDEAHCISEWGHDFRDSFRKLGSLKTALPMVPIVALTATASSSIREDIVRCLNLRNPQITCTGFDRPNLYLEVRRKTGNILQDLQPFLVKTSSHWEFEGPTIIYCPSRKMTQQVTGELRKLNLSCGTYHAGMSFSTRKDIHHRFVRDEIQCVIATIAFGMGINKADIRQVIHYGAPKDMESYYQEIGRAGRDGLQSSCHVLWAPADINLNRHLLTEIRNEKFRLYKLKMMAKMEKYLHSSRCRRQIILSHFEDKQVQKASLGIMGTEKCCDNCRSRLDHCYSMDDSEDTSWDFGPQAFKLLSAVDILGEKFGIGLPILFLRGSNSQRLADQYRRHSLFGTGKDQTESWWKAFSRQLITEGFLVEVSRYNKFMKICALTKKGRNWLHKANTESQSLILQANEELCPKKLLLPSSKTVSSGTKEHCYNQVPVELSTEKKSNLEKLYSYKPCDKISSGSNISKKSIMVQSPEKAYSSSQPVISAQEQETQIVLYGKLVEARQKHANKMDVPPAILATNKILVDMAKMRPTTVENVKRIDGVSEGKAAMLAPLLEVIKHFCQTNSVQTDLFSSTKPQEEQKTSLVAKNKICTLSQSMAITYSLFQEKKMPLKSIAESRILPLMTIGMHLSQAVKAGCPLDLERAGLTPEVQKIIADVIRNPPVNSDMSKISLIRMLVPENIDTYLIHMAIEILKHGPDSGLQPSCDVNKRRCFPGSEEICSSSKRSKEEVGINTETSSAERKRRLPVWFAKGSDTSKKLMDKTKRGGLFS
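WRN at 20 nM final was preincubated with compound for 15 min at room temperature; reaction started with 100 nM forked duplex oligonucleotide carrying fluorophore and quencher plus 2 mM ATP (final). Unwinding followed kinetically by red fluorescence (ex 525/em 598 nm).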
DRD3 agonist: agonists of human D3 dopamine receptor; P35462; D3R DiscoveRx beta-arrestin cells, luminescence, 90 min; max activation, %; 0.58% of 410,000 active; AID 652048; in the data active = max activation above about 30%; also: 0% is about no effect; mostly tested at two doses, the higher about 12 µM
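Agonist mode: compounds and dopamine controls were applied to plated cells for 90 min at 37 degrees C after an overnight attachment at 1500 cells/well. Luminescent read-out followed 30 - 60 minutes at room temperature with DiscoveRx detection reagent.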
GLP-1R inv ag: GLP-1 receptor (human) inverse agonism | P43220 | HEK293 GLP-1R CRE-luciferase, luminescence, 24 h; GLP-1R form is constitutively active | Potency, µM (doses to about 38.3 µM), inactives show at the highest dose activity change, negative = inhibition, usual class: inhibitors | 1.6% of 410,000 active; also: potency is read from the fitted curve at half-maximal effect; % is scaled to controls: 0 for no effect and ±100 for the full control effect; nearly all actives have a fitted effect of over 55% in size
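Seeding at 200 cells/uL, 12 h culture, 24 hr compound treatment, then luciferase reagent and a luminescence read; cells are HEK293 stably expressing a constitutively active GLP-1R plus cAMP-responsive luciferase.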
* = called active by the depositor; u = inconclusive; x = not tested or not shown; [ ] = remark or other dose. Unless noted, calls follow the shape of the dose curve; as a rule, active = well fitted curve in the direction sought with a large enough effect; inconclusive = small, poorly fitted or top-dose-only effect, or another doubt; inactive = no such curve, though single readings can be large; an effect the other way counts as inactive or inconclusive.

SMILES,IL-2 act,DRD3 agonist,GLP1R ag,WRN helicase inh,PLK1 PBD block,PI5P4Ka inh,DRD3 antagonist,GLP-1R inv ag,HEK293 tox
CCc1cccc(CC)c1NC(=S)NCC(c1cccnc1)N1CCOCC1 (centres undefined),4.4,6,-4%,-14%[57.1 µM],-4%,-6,4,20%,-3%
CN(C)S(=O)(=O)c1ccc(N2CCCC2)c(C(=O)NCC2COc3ccccc3O2)c1 (centres undefined),-0.9,-1,8%,-1%,-1%,8,20,-25%,-1%
C/C(=N/NC(=O)CNC(=O)COc1ccccc1)c1ccc(Cl)cc1,-2.9,1,2%,-10%,-3%,-3,3,-18%,-7%
O=C(NCc1ccccc1CN1CCCC1)c1ccc(Cl)c(N2CCCC2=O)c1,1.8,0,3%,6%,-2%,-8,5,-8%,-28%
Cc1onc(-c2c(F)cccc2Cl)c1-c1nnc(-c2cccc3ccccc23)o1,-0.4,1,3%,-3%,-13%,3,4,4%,5%
O=C(O)c1c[nH]c(=S)n1-c1ccc(F)cc1,0.0,-2,-1%,-7%,-1%,-9,8,6%,46%
Cc1c(C(=O)N2CC(C(=O)N3CCCCC3)Oc3ccccc32)oc2ccccc12 (centres undefined),-4.3,-2,1%,5%,-8%,-10,7,u,-4%
Cc1ccc(Sc2ncccc2C(N)=O)cc1,-2.0,-16,4%,-5%,-8%,0,-12,18%,1%
COc1ccc(Cl)cc1C(=O)NCc1cn(C)nc1C,-0.4,1,-2%,9%,-2%,-1,-1,19%,-3%
CSc1cccc(NC(=O)Cn2cccc2)c1,-1.5,5,-1%,0%,-5%,x,13,0%,1%
CCn1c(CCNC(=O)c2ccc(OC)cc2)nnc1SCC(=O)Nc1ccccc1F,1.0,-4,-4%,-3%,-9%,6,-20,2%,0%
COc1ccc2c(c1)OC[C@H]1[C@H]2N2C(=O)c3ccc(C)cc3NC(=O)[C@@]2(C)[C@H]1c1ccccc1,-2.2,-7,5%,-4%,-3%,-7,u,9%,11%
Cc1ccc(S(=O)(=O)CC(c2ccccc2)N2CCOCC2)cc1 (centres undefined),-0.5,-10,0%,-6%,-8%,x,u,-18%,7%
COc1ccc(Cc2nnc(NC(=O)c3ccc(OC(C)=O)cc3)s2)cc1OC,-2.4,-6,-6%,5%,-19%,2,-29,20%,-4%
O=C(CCc1nnc(Cc2cccc(C(F)(F)F)c2)o1)NCC(F)(F)F,-2.5,5,7%,-5%,-9%,3,4,7%,7%
CN(CC(=O)Nc1ccccc1Cl)C(=O)c1ccc(N2C(=O)CCC2=O)cc1,-4.6,-1,10%,1%,-1%,-1,6,14%,0%
O=C(Nc1cccc2c1CCCC2)c1ccco1,-1.4,-1,-5%,-2%,-2%,x,-22,0%,0%
CCc1ccc[n+](-c2[nH]c(=O)sc2/C=N/N=C(\[O-])c2cccnc2)c1,-2.2,-18,-4%,-14%,-18%,-1,0,0%,-24%
COCCNC(=O)C1(C)CCCN(C(=O)c2ccc3c(c2)CCO3)C1 (centres undefined),-0.6,2,-5%,1%,-11%,10,11,1%,3%
CCCCN(C(=O)c1ccc2c(c1)OCO2)c1c(N)n(CC(C)C)c(=O)[nH]c1=O,0.6,-4,2%,0%,3%,-2,3,6%,6%

SMILES,IL-2 act,DRD3 agonist,GLP1R ag,WRN helicase inh,PLK1 PBD block,PI5P4Ka inh,DRD3 antagonist,GLP-1R inv ag,HEK293 tox
Cc1cccc(-n2nnc3c(=O)n(CC(=O)Nc4cc(C)on4)cnc32)c1,-0.9,6,4%,-8%,2%,-17,5,-10%,-3%
CCCc1nc2ccc(Br)cn2c1Cc1ccccc1,-1.0,-8,5%,-4%,-10%,3,-5,-10%,-15%
O=C(O)CCC(=O)N1N=C(c2ccco2)CC1c1ccco1 (centres undefined),0.5,4,0%,-2%[11.6 µM],-22%,1,-10,-8%,-2%
COC(=O)c1ccc(NC(=O)CN(C2CCCCC2)S(C)(=O)=O)cc1,-1.7,1,2%,-2%[57.1 µM],-9%,3,-8,u,-16%
CCOC(=O)N1CCN(S(=O)(=O)c2ccc(C(=O)NNc3nc4c(C)cccc4s3)cc2)CC1,-0.1,1,-2%,-4%,-2%,-12,33,u,-17%
CC1CCC(NC(=O)c2ccc(S(C)(=O)=O)cc2)CC1 (centres undefined),-5.2,-7,5%,-26%[57.1 µM],-15%,1,-18,5%,9%
Cc1cccc(NC(=O)C2CCCN(C(=O)NC3CCCCC3)C2)c1C (centres undefined),-1.2,-5,-9%,8%,-6%,2,-10,1%,1%
OCCNC(=S)Nc1ccc(Cl)c(Cl)c1,-0.6,-9,-19%,9%,-8%,-1,3,-13%,9%
CCc1ccc(C(=O)c2cn(CC(=O)Nc3ccc(F)cc3)c3cc4c(cc3c2=O)OCO4)cc1,x,-9,0%,x,x,x,x,8%,4%
Cn1nccc1NC(=O)COCC(=O)O,-0.2,11,0%,-5%,-5%,0,0,6%,5%
CCOC(=O)c1sc(N)c(C#N)c1CSc1nnc(C2CCCCC2)n1N,-2.3,8,3%,-4%,-8%,-21,6,-3%,-18%
COc1ccc(-c2cc(C(=O)NC(C(=O)O)C(C)C)c(C)o2)cc1OC (centres undefined),-2.5,2,1%,0%,-9%,x,12,0%,3%
O=C(COC(=O)c1ccccc1F)NC1CCCC1,-2.3,3,-1%,6%,-2%,2,-4,34%[activator],0%
O=C(CCc1nc(-c2cccs2)no1)Nc1cnc2ccccc2c1,-2.6,3,0%,-12%,-2%,0,5,1%,2%
COc1ccccc1CNc1nc(Nc2ccccc2-n2cccn2)c2sccc2n1,-0.4,9,33%,-1%,5%,-18,42,3.2µM*,-10%
O=C(CCNS(=O)(=O)c1ccc(Cl)cc1)N1CCN(c2ccccn2)CC1,0.6,-3,8%,-3%,-7%,-1,8,2%,1%
c1ccc(Cc2nnc3n2N=C(c2ccccc2)CS3)cc1,2.1,-11,26%,-1%,-18%,-7,0,17%,-8%
COc1ccc(C(=O)N[C@H](C(=O)OCc2cc(=O)oc3cc(C)ccc23)C(C)C)cc1,-5.2,-1,13%,0%,0%,4,4,7%,-3%
CC(=O)c1cccc(NC(=O)C(C)N(C)CC(=O)Nc2ccc(Cl)cc2)c1 (centres undefined),-3.1,-29,14%,-6%,-6%,10,-4,u,-5%
Cc1ccccc1NC(=O)C1CCCN(S(=O)(=O)c2c(C)noc2C)C1 (centres undefined),-0.8,2,-5%,1%,2%,-5,12,4%,-18%

SMILES,IL-2 act,DRD3 agonist,GLP1R ag,WRN helicase inh,PLK1 PBD block,PI5P4Ka inh,DRD3 antagonist,GLP-1R inv ag,HEK293 tox
NNc1nc(-c2ccccc2)cc(-c2ccc(Br)cc2)n1,-4.2,-6,6%,-14%,3%,11,-1,u,11%
COc1cc(C(=O)N[C@@H](C)C(=O)N2CCC3(CC2)NCCc2[nH]cnc23)cc(OC)c1OC,5.1,-1,-1%,0%,-28%,7,11,12%,-10%
CC1CCN(S(=O)(=O)c2ccc3c(c2)N(CC(=O)NCCN2C(C)CCCC2C)C(=O)CS3)CC1 (centres undefined),-3.6,1,4%,-2%,0%,5,-2,u,-14%
Clc1ccc(OCc2nnc3n2N=C(c2ccc4c(c2)OCCO4)CS3)c(Cl)c1,-1.9,1,12%,5%,-3%,2,u,0%,-13%
COc1ccc(-c2n[nH]c(=S)nc2-c2ccc(OC)cc2)cc1,-0.9,-2,0%,0%,-16%,-3,-8,-8%,-2%
O=C(CNC(=O)c1ccccc1)N/N=C/c1ccc([N+](=O)[O-])s1,0.9,-3,3%,2%,-8%,1,-15,13%[7.66 µM],-3%[7.66 µM]
Cc1cc(C)c(C#N)c(OCC(=O)c2ccccc2)n1,0.1,-2,4%,5%,-3%,-6,15,u,-5%
Cc1ccc(NC(=O)C2CC(=O)n3c(nc4ccccc43)N2)cc1C (centres undefined),3.9,-4,5%,1%,4%,0,-12,-1%,0%
O=C(CSc1nc(Nc2ccccc2)nc(N2CCOCC2)n1)Nc1cccc([N+](=O)[O-])c1,-0.5,-1,7%,-13%,-2%,3,-15,11µM*,2%
COc1ccc(NC(=O)C2Cc3c(-c4ccccc4Oc4ccccc4)ccnc3O2)cc1 (centres undefined),-0.6,14,-3%,-6%,1%,2,18,u,1%
Cc1cc(C)c(S(=O)(=O)N2CCOC2CNC(=O)C(=O)NCCCN2CCOCC2)c(C)c1 (centres undefined),-2.4,-1,-9%,-20%,-5%,1,6,9%,7%
Cc1cccc(N2CCN(C(=O)CCCn3c(=O)[nH]c4ccsc4c3=O)CC2)c1C,x,7,0%,x,x,x,x,6%,0%
CC(=O)N(Cc1cccs1)Cc1cc2cc(C)c(C)cc2nc1Cl,-1.5,2,4%,-2%,4%,8,23,-13%,-4%
O=C(Nc1ccc(N2C(=O)CCC2=O)cc1Cl)c1cccs1,-0.4,-1,0%,1%,-8%,-14,16,3%,5%
CN(C(=O)CSc1ncc(C(F)(F)F)cc1Cl)c1c(N)n(Cc2ccccc2)c(=O)[nH]c1=O,-0.4,-6,3%,-10%,-26%,-1,-4,-18%,-5%
Cc1cccc(OCC(=O)Nc2ccc(N3CCN(C(=O)c4ccccc4)CC3)cc2)c1,-1.0,2,-13%,-1%,-7%,-8,23,-3%,-14%
COc1cccc(CN2CCN(Cc3cc(OC)c(OC)c(OC)c3)CC2)c1OC,-3.6,-8,0%,3%,-7%,9,-22,16%,-1%
COC(=O)C(C)(C)ONC(=O)Nc1ccccc1Br,-2.2,-5,1%,10%,-2%,4,5,-4%,6%
O=C(COc1ccccc1)N1CCN(C(=O)COc2ccccc2)CC1,-1.2,5,7%,1%,-23%,-3,2,-5%,11%
CCOC(=O)NCc1ccc2c(c1)cc(C)n2C,2.5,-6,1%,-9%,3%,1,-19,0%,7%
O=C1N(Cc2ccccc2)c2ccccc2OC1(F)F,0.5,6,23%,-5%,-3%,-1,11,9%,-7%

Screens from PubChem BioAssay.
